Screening data as filed in PubChem.
FBPA coupling cs = counter-screen for Giardia aldolase inhibitors: coupling enzyme system. activity change, negative = inhibition, % at 58.2 µM, hits read low. coupling enzyme system counterscreen, AmpLite Red fluorescence. 290,000 compounds, 0.67% hits; in the data active = activity change below about -30%; also: % is scaled to controls: 0 for no effect and ±100 for the full control effect
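Counterscreen of the coupled detection system alone, without aldolase: glyceraldehyde-3-phosphate coupling enzymes plus AmpLite Red readout. Compounds at 57.5 uM final, 10 min RT preincubation, 20 min RT reaction, fluorescence 525/598 nm.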
uPA generation = inhibitors of cell surface uPA generation; 330,000 compounds, 0.31% hits; AID 540303; cell surface uPA generation assay, qHTS; Potency, µM (series often up to 38.3 µM), without a hit: at the highest dose activity change, negative = inhibition, usual class: inhibitors; active = well fitted inhibition curve with a large enough effect; inconclusive = small, poorly fitted or top-dose-only effect; inactive = no such curve, though single readings can be large or run the other way; tested in mouse RAW 264.7 cells; also: potency is read from the fitted curve at half-maximal effect; % is scaled to controls: 0 for no effect and ±100 for the full control effect; nearly all actives have a fitted effect of over 55% in size
KCNH2 3.1 block = inhibitors of human KCNH2 3.1 potassium channel isoform; U2OS KCNH2 3.1, thallium flux FluxOr; stronger effect = lower value; activity change, % (tested at about 1.8 µM); 340,000 compounds, 0.95% hits; AID 720553;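 active = maximum activity change below -70%; inconclusive = maximum activity change from -70% to -50%; inactive = maximum activity change above -50%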;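 also: thallium influx rate constant from kinetic fluorescence after stimulation buffer; % is scaled to controls: 0 for no effect and ±100 for the full control effect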
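U2OS cells transduced with KCNH2 3.1 mutant virus (1.77 x 10^8 /mL, 4 h), plated overnight at 37 C, loaded 45 min with FluxOr dye plus Red40 quencher. Thallium flux rate constant from kinetic reads after stimulation buffer, normalised to controls.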
NPC1 prom act = activates the NPC1 promoter | Huh7 NPC1 promoter luciferase reporter, 24 h | Potency, µM (series often up to 9.22 µM), inactives show top-dose activation, hits mostly activators | 320,000 compounds, 2.4% hits | AID 485313;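 also: potency is read from the fitted curve at half-maximal effect; % of control where 0% means no effect; nearly all actives have a fitted effect of over 60% in size; reporter is driven by a mutant NPC1 promoter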
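In 1536-well qHTS, Huh7 cells harboring an NPC1 promoter–luciferase construct received compound for 24 h; activation was quantified by luminescence following luciferase reagent addition.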
FLuc counter = firefly luciferase modulation, counter-screen for miR-21 project. 360,000 compounds, 6.9% hits. P08659. Potency, µM (titrated, usually from 57.5 µM), without a hit: at the highest dose activity change, negative = inhibition, usual class: inhibitors. purified FLuc, Km substrates, luminescence inhibition. AID 588342;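 also: potency is read from the fitted curve at half-maximal effect; plate controls were vehicle for no effect and reference inhibitor for full effect; nearly all actives have a fitted effect of over 55% in size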
Target sequence (P08659 whole entry, looked up): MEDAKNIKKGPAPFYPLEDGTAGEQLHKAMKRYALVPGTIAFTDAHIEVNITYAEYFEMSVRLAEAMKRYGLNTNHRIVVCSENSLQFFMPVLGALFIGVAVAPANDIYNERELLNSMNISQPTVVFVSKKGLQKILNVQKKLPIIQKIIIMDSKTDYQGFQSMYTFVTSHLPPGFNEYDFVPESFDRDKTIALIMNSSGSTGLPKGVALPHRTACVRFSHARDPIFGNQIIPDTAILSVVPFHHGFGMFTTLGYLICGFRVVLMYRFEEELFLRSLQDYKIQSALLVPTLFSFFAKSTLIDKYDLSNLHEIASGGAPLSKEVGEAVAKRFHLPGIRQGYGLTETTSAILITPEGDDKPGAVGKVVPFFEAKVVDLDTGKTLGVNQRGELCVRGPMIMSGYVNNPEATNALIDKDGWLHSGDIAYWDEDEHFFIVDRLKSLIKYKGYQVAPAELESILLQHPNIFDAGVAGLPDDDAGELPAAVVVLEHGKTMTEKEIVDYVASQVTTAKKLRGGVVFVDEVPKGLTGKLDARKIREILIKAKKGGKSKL
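Purified P. pyralis luciferase, 10 nM final, with Km-level 10 uM D-luciferin and 10 uM ATP in 50 mM Tris acetate pH 7.5, 10 mM Mg acetate, 0.01% Tween-20, 0.05% BSA; 6-point qHTS titration about 60 µM downward; luminescence read.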
Tb PFK block = blocks T. brucei phosphofructokinase. Potency, µM (titrated, usually from 57.5 µM), inactives show top-dose activity, negative = inhibition, actives largely listed as inhibitors. T. brucei PFK, ADP-Glo luminescence. 330,000 compounds, 0.17% hits. O15648;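 also: potency is read from the fitted curve at half-maximal effect; 0% = uninhibited 1x PFK enzyme wells and -100% = no-enzyme wells; nearly all actives have a fitted effect of over 60% in size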
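In TEA buffer at pH 8.0 with 5 mM MgCl2, enzyme (1.25 nM) converted F6P (0.5 mM) and ATP (0.1 mM) for 45 min at room temperature. ADP product was read by luciferase luminescence.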
RORgamma inh = ROR gamma (mouse) transcription inhibition | Drosophila S2 Gal4-RORgamma UAS-luciferase reporter, 20 h | P51450 | Potency, µM (series often up to 53.6 µM), for inactives: top-dose activity change, negative = inhibition, most hits filed as inhibitors | 310,000 compounds, 5.4% hits; also: potency is read from the fitted curve at half-maximal effect; % is scaled to controls: 0 for no effect and ±100 for the full control effect; nearly all actives have a fitted effect of over 60% in size
Target sequence (P51450 whole entry, looked up, the tested form may be a part): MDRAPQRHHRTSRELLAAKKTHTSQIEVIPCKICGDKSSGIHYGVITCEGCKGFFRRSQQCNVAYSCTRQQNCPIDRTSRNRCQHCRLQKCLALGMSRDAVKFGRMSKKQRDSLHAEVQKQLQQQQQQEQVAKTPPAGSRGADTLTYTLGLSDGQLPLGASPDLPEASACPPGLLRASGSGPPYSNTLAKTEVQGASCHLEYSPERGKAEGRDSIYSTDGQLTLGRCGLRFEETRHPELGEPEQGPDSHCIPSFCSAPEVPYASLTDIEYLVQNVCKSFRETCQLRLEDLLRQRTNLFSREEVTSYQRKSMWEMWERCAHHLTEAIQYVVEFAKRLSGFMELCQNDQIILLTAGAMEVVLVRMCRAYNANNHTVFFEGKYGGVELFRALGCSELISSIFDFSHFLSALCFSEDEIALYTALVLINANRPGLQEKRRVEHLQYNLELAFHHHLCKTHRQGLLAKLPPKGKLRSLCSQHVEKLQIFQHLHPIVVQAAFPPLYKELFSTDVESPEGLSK
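In this cell-based reporter format, copper sulfate (700 uM final) drives Gal4–ROR gamma fusion expression from a metallothionein promoter in Drosophila Schneider cells; compounds preincubated 1 hr, reporter read after 20 hr at ambient temperature.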
Rab9 promoter act = activators of Rab9 promoter. Huh7 Rab9 promoter-luciferase reporter, luminescence, 24 h. Potency, µM (titrated, usually from 9.22 µM), for inactives: at the top dose activation, negative = inhibition, hits mostly activators. 320,000 compounds, 2.8% hits. AID 485297; also: potency is read from the fitted curve at half-maximal effect; % of control where 0% means no effect; nearly all actives have a fitted effect of over 60% in size
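Steps: seed 1500 Huh7 Rab9-luc cells per well, rest 2 h at 37 °C; add compound in DMSO; incubate 24 h; add luciferase reagent, 10 min ambient; read luminescence.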
VP16 counter = inhibits Gal4-VP16 luciferase reporter, ROR gamma counter-screen; Potency, µM (top dose mostly 53.6 µM), for inactives: at the highest dose activity, negative = inhibition, usual class: inhibitors; AID 2546; Drosophila S2 Gal4-VP16 UAS-luciferase, luminescence, 20 h; 310,000 compounds, 3.5% hits;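 also: Gal4-VP16 expression switched on by copper sulfate through the metallothionein promoter; potency is read from the fitted curve at half-maximal effect; % is scaled to controls: 0 for no effect and ±100 for the full control effect; nearly all actives have a fitted effect of over 50% in size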
Giardia killer = kills Giardia lamblia; Giardia lamblia trophozoite viability; activity change, % at 7.66 µM, hits read low; 340,000 compounds, 0.15% hits; AID 540267; in the data active = activity change below about -80%; inconclusive = between about -30% and that limit;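 also: parasites exposed to compound for two days anaerobically before the ATP read; % is scaled to controls: 0 for no effect and ±100 for the full control effect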
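Viability, read as ATP luminescence: trophozoites at 100 cells/well, compound added, 48 hrs anaerobic at 37 deg C, then 15-30 min room-temperature development before reading.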
ELG1 genotox = induces genotoxicity in HEK293T cells with luciferase-tagged ELG1; HEK293T ELG1-luciferase reporter, luminescence, 16 h; Potency, µM (highest dose often 46 µM), without a hit: at the top dose activity change, positive = activation, usual class: activators; 330,000 compounds, 1.3% hits; also: potency is read from the fitted curve at half-maximal effect; % of control where 0% means no effect; nearly all actives have a fitted effect of over 60% in size
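After overnight (16 hr) compound treatment at 37 °C, ELG1-luciferase HEK293T cells were lysed with ONE-Glo; luminescence quantified 30 min later at room temperature.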
* = called active by the depositor; ? = inconclusive; / = no result given; [ ] = dose if it differs, or a comment. Unless noted, calls follow the shape of the dose curve; as a rule, active = well fitted curve in the direction sought with a large enough effect; inconclusive = small, poorly fitted or top-dose-only effect, or another doubt; inactive = no such curve, though single readings can be large; an effect the other way counts as inactive or inconclusive.

Each structure is followed by: FBPA coupling cs, uPA generation, KCNH2 3.1 block, NPC1 prom act, FLuc counter, Tb PFK block, RORgamma inh, Rab9 promoter act, VP16 counter, Giardia killer, ELG1 genotox
> COc1ccc([C@@H]2[C@@H]3C(=O)N(C(C)(C)C)C(=O)[C@@H]3[C@]3(Cc4ccc(Cl)cc4)C(=O)N(c4ccc(Br)cc4)C(=O)N23)cc1
  -7, 14%, -23, -5%, -3%, 4%, ?, -3%, -3%, 10, -1%
> COc1ccc(-c2c3c(=O)n(C)c(=O)n(C)c3cn2-c2ccc(O)cc2)cc1
  -3, 5%, -4, -4%, -7%, 0%, -12%, -1%, ?, -16, 0%
> CN(C)CCCNC(=S)NCC(c1ccc(Cl)cc1Cl)c1c[nH]c2ccccc12 (centres undefined)
  -2, 6%, 0, -1%, 0%, 17%, ?, 2%, ?, -6, 17%
> CC(C)n1cnc2cc(NCc3ccccn3)ccc21
  -21, /, -16, 1.8µM*, 24µM*, -9%, 29%, ?, 3%, -13, ?
> CCOc1ccc(-n2ccnc2SCC(=O)Nc2cc(C)on2)cc1
  4, -5%, -7, -1%, -1%, 7%, 7%, -2%, 4%, 14, -10%
> Cc1cc(C)nc(NC(=S)Nc2ccc(Br)cc2Cl)c1
  0, -13%, 14, -9%, -2%, -1%, 0.56µM*, -3%, ?, 5, 2%
> CCCc1nc(N)sc1C(=O)OCC
  -3, -5%, 8, 10%, -2%, -3%, -1%, 3%, -8%, 1, 1%
> CC(C)C(=O)Nc1ccccc1N1CCN(S(C)(=O)=O)CC1
  0, 0%, -9, -2%, 5%, -3%, -13%, 1%, 13%, 24, 0%
> O=C1C(Cl)=C(Nc2ccccc2O)C(=O)N1c1ccccc1
  -5, -1%, -1, 11%, ?, -24%, 0%, 13%, 0%, 1, ?
> COc1cc(Cl)ccc1OCc1cc(C(=O)N2CCCCCC2)no1
  /, 4%, -14, 11%, ?, 0%, 7%, 0%, 24%, 9, 14%
> O=C(CCC(=O)N1CCN(C2CCCC2)CC1)Nc1nnc(C(F)(F)F)s1
  1, 2%, -1, 4%, -2%, 0%, -2%, -3%, 7%, 2, -5%
> O=C(c1ccc(Cl)cc1)c1cc([N+](=O)[O-])ccc1N1CCOCC1
  1, -9%, 6, -16%, 2%, -9%, 4%, -28%, -2%, -24, 18%
> CCn1c(/C=N/c2nc3ccccc3n2C)nc2ccccc21
  1, 0%, 9, -2%, -17%, 0%, 13µM*, 2%, ?, 19, -2%
> O=C(Cc1ccc(NC2=NC3CS(=O)(=O)CC3S2)cc1)NCCc1ccccc1 (centres undefined)
  3, 0%, 3, 2%, -2%, 1%, -1%, 1%, -7%, 21, 6%
> O=C(CN1C(=O)NC2(CCCC2)C1=O)Nc1cc(C(F)(F)F)ccc1N1CCCCC1
  /, -3%, 6, -2%, 4%, -4%, /, -2%, /, 3, 1%
> CCOc1cc2c3c(c1)C(C)=CC(C)(C)N3C(=O)C2=O
  -1, ?, -7, -17%, -17%, -1%, 39%, -34%[inhibitor], -8%, 7, 11%
> Cc1cc(N2CCCCC2)n2ncc(-c3ccccc3)c2n1
  -6, -5%, -2, 0.45µM*, 0.27µM*, -1%, ?, 0.32µM*, 10µM*, -16, ?
> O=C(CCN1C(=O)c2ccncc2C1=O)Nc1ccc(F)cc1
  1, -4%, 26, -6%, 0%, 3%, -1%, -3%, -1%, 0, 0%
> COc1ccc(-c2cc3cc(OC)c(OC)cc3cn2)cc1
  /, -18%, 2, /, /, -4%, /, /, /, -4, 13%
> O=C1c2ccccc2C(=O)N1CCCC(=O)N1CCCc2ccccc21
  4, -2%, 0, -2%, -3%, 0%, 5%, 0%, -3%, 3, 17%
> CC(OC(=O)C1CCN(c2ccc(C(F)(F)F)cn2)CC1)C(=O)Nc1cccc([N+](=O)[O-])c1 (centres undefined)
  /, 5%, -20, 2%, 4%, 4%, /, -1%, /, 7, -3%
> CCC(=O)N1N=C(c2ccc(Cl)cc2)CC1c1ccco1 (centres undefined)
  1, -4%, 2, -5%, -23%, -1%, 36%, -2%, -5%, -6, 2%
> O=C(CSc1ncn[nH]1)Nc1ccc([N+](=O)[O-])cc1Br
  -2, -4%, -3, 1%, 3%, 1%, ?, -1%, ?, -7, -4%
> CCN(CC)CCOC(=O)c1c(C)oc2ccc(O)cc12
  -2, 5%, 0, -4%, 1%, -1%, 1%, 2%, -4%, -6, 2%
> COc1ccc(/C=C/C(=O)O)cc1Cl
  7, -2%, -27, 1%, -4%, 3%, 5%, -1%, -5%, -18, 0%
> CCOc1ccc(C(=O)CCC(=O)NN2C(=O)NC3(CCCCC3)C2=O)cc1
  /, ?, -14, -5%, -1%, 0%, /, -5%, /, -6, -2%
> CCn1nnnc1SCC(=O)Nc1nc2ccccc2s1
  0, 0%, 7, 5%, ?, -8%, 6%, 0%, 6%, 4, 1%
> Cc1ccc(C)c(NC(=O)C(CC(=O)O)Cc2ccccc2)c1 (centres undefined)
  4, -3%, 14, -8%, 2%, 1%, 0%, -3%, 2%, -10, -2%
> COc1ccccc1NC(=O)CCS(=O)(=O)c1ccc2c(c1)NC(=O)C(C)S2 (centres undefined)
  0, 2%, 0, 2%, -2%, 2%, -25%, -2%, 2%, -11, -3%
> O=C(CC1(O)C(=O)N(Cc2ccccc2)c2ccccc21)c1ccncc1 (centres undefined)
  4, -18%, -2, 3%, 2%, 22%, -8%, 8%, -5%, 8, 2%
> COCC(=O)N1CCC(Oc2ccc(C(=O)NC3Cc4ccccc4C3)cc2)CC1
  /, 0%, /, -1%, -3%, -7%, 0%, -5%, 2%, 8, -2%
> C[C@H](CO)N1C[C@H](C)[C@@H](CN(C)C(=O)Nc2ccccc2)Oc2ccc(NC(=O)Cn3cnnn3)cc2C1=O
  /, 16%, -1, /, /, 1%, /, /, /, -27, 1%
> CCOC(=O)c1c(C)[nH]c(C(=O)COC(=O)CCNS(=O)(=O)c2ccc(NC(C)=O)cc2)c1C
  /, -1%, 12, /, /, ?, /, /, /, ?, 8%
> CC(/C=C/c1ccccc1)=N\NC(=O)c1cc(C)nc2ccccc12
  2, -5%, -7, -6%, 4%, -3%, 14µM*, -4%, ?, -20, -6%
> COc1ccc(COC(=O)CN2C(=O)NC3(CCCC3)C2=O)cc1F
  /, -2%, 7, 1%, 5%, -4%, /, -1%, /, -6, 1%
> Cc1c(C(=O)N2CCN(C(=O)c3ccco3)CC2)oc2c(Cl)cccc12
  /, -4%, -13, -1%, 1%, -1%, /, -2%, /, 5, 8%
> CN1CCCCc2c1[nH]c1ccccc1c2=O
  -3, -7%, 3, -1%, -1%, 6%, 22%, 0%, -3%, 12, 2%
> Cc1ccc(OCC(=O)n2nc(C)cc2C)c(C)c1
  6, 1%, 7, 1%, ?, 8%, -6%, 3%, 1%, -10, 3%
> Cc1ccc(OS(=O)(=O)c2ccc(-c3csc(C)n3)s2)c(C)c1
  -4, -2%, -1, -1%, -15%, 0%, 34%, 0%, -12%, -20, -9%
> COc1ccc(S(=O)(=O)N=Nc2c(O)[nH]c3ccccc23)cc1
  4, -1%, /, -2%, -6%, -15%, 19%, 2%, 3%, -8, 2%
> CCOCC(=O)Nc1nnc(Cc2ccc(OC)c(OC)c2)s1
  2, -5%, 2, 0%, -1%, 2%, 21%[10 µM], -3%, 5%, 0, 1%
> CC(C)CNC(=O)COC(=O)CNC(=O)c1cc(Cl)cc([N+](=O)[O-])c1
  0, 4%, 15, -2%, -1%, 5%, -29%, -6%, -2%, 12, 3%
> CN(Cc1nc2ccccc2c(=O)[nH]1)Cc1nc2ccsc2c(=O)[nH]1
  -23, -1%, 1, -4%, 3%, -3%, 0.4µM*, 1%, 5µM*, 7, -7%
> Cn1c(NN)nc2sc3c(c2c1=O)CC(C)(C)OC3
  -4, -8%, -6, 2%, -18%, 5%, 1.4µM*, 1%, 3.5µM*, -6, 0%
> CN1CCN(c2ccc(NC(=O)COc3ccc(Cl)cc3Cl)cc2)CC1
  1, 1%, -20, 0%, -19%, -6%, 2%[10 µM], -2%, -5%, -5, -3%
> O=C(Nc1ccccc1Cl)N1CCN(c2ncccn2)CC1
  1, 2%, 11, 0%, -1%, -4%, 6%, -3%, 2%, 0, 3%
> COc1cccc(-c2cc(C(=O)Nc3c(C)nn(Cc4ccccc4)c3C)no2)c1
  3, /, -29, -5%, 1%, -17%, 7%, -13%, ?, -11, -20%
> NC(=S)N/N=C/c1ccc(-c2ccccc2)o1
  0, 13%, 1, 11%, ?, 1%, 1.4µM*, 5%, 5µM*, 10, 9%
